D2 PAM: HTS Assay for Positive Allosteric Modulators of the Human D2 Dopamine Receptor: Primary Screen for Potentiators; HEK293 T-REx D2, calcium flux, EC20 dopamine potentiation; potentiation, % at 10 µM; 0.34% of 340,000 active; D(2) dopamine receptor (Homo sapiens), P14416;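 active = potentiation over 3 SD above the plate norm, cut at about 30% in these data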; note: 0% is about no effect
Target sequence (P14416 whole entry, looked up): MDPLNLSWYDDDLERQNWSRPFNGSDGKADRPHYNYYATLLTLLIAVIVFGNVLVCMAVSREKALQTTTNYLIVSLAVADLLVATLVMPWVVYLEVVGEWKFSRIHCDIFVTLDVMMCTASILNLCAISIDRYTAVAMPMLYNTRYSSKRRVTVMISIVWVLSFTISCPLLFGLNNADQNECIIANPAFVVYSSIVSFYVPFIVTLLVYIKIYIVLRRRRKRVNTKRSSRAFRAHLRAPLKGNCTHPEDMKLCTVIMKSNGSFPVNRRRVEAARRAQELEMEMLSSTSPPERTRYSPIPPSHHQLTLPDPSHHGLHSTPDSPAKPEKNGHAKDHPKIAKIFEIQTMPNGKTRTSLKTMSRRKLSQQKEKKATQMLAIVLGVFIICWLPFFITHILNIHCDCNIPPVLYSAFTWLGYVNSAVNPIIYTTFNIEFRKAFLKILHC
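Primary screen. Calcium kinetics in induced HEK293 T-REx D2 cells: compound pre-addition 180 s, EC20 dopamine, 180 s more.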
RXFP1 antag: qHTS Assay for Antagonists of the Relaxin Receptor RXFP1. Relaxin receptor 1 (Homo sapiens), Q9HBX9. HEK293-RXFP1, relaxin-stimulated cAMP HTRF, 30 min; active compounds read low. activity change, negative = inhibition, % at 57.5 µM. 0.59% of 350,000 active;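 active = activity change of -60% or lower, but not beyond a set lower limit; inconclusive = change between -60% and -40%, or beyond the set limit; inactive = change above -40%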; note: % is set by controls: 0 for no effect and ±100 for the full control effect
D2 antagonist: HTS Assay for Allosteric Antagonists of the Human D2 Dopamine Receptor: Primary Screen for Antagonists; D(2) dopamine receptor (Homo sapiens), P14416; HEK293 TREx D2 cells, calcium flux, dopamine EC80; inhibition, % at 10 µM; 2% of 340,000 active; AID 485344, 2010; in the data active = inhibition above about 30%; note: 0% is about no effect
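Calcium flux kinetic readout in an inducible HEK293 TREx D2 line plated overnight at 30 C. After 180 s compound exposure, an EC80 dopamine challenge follows with another 180 s kinetic read to detect antagonism.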
D1 antagonist: Antagonist of Human D 1 Dopamine Receptor: qHTS. D(1A) dopamine receptor (Homo sapiens), P21728. HEK293 TREx D1 cells, calcium flux, dopamine EC80; active compounds read low. activity change, negative = inhibition, % at 10 µM. 3.2% of 360,000 active. AID 504652, 2011; in the data active = activity change below about -30%; note: % is set by controls: 0 for no effect and ±100 for the full control effect
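Tetracycline-induced HEK293 T-REx cells with force-coupled D1 receptor were loaded with a no-wash calcium dye. Compound was added after a 10 s baseline and read kinetically for 180 s; EC80 dopamine was then added and calcium flux followed another 180 s.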
D1 potentiator: Potentiators of Human D1 Dopamine Receptor: qHTS | D(1A) dopamine receptor (Homo sapiens), P21728 | HEK293 TREx D1 cells, calcium flux, dopamine EC20 potentiation | potentiation, % at 10 µM | 0.036% of 360,000 active | AID 504651, 2011; in the data active = potentiation above about 30%; note: 0% is about no effect
D1 agonist: Allosteric Agonists of the Human D1 Dopamine Receptor: qHTS | activation, % at 2 µM | 1% of 360,000 active | D(1A) dopamine receptor (Homo sapiens), P21728 | HEK293 T-REx D1 cells, calcium flux, agonist mode; note: 0% is about no effect
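Inducible HEK293 T-REx D1 cells, force-coupled to calcium signalling, were plated at 4000 cells/well with tetracycline and held overnight at 30 C. After no-wash calcium dye loading, compound-evoked calcium rise over 180 s flagged agonists.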
D2 ag: HTS Assay for Allosteric Agonists of the Human D2 Dopamine Receptor: Primary Screen for Agonists. D(2) dopamine receptor (Homo sapiens), P14416. HEK293 T-REx D2 cells, calcium flux agonist mode. activation, % at 2 µM. 0.53% of 340,000 active;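 active = activation over 3 SD above normal in the single-dose calcium agonist read, cut at about 30% in these data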; note: 0% is about no effect
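Calcium-flux readout, 1 cycle/sec over 180 s following compound pin transfer, in inducible HEK293 Trex D2 cells (force-coupled); dopamine controls included. Positive calcium responses during this window marked compounds as potential agonists.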
TRHR ag: qHTS for Small Molecule Agonists and Allosteric Enhancers of Human TRH Receptor: Primary Screen for Agonists | 0.18% of 360,000 active | AID 493084, 2011 | Thyrotropin-releasing hormone receptor (Homo sapiens), P34981 | activation, % at 2 µM | TRHR cells, calcium flux fluo-8, FDSS agonist mode; note: 0% is about no effect
Target sequence (P34981 whole entry, looked up): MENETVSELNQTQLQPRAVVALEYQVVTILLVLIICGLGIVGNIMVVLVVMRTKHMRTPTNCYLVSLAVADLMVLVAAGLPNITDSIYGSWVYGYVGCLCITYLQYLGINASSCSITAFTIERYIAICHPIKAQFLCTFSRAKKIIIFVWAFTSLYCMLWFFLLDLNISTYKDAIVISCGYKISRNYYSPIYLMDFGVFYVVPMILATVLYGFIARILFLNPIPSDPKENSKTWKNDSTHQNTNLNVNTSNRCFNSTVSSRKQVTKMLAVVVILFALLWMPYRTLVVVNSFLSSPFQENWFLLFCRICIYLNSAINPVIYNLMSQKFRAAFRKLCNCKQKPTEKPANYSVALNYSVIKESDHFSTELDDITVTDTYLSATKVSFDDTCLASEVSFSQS
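TRHR-expressing cells loaded with fluo-8 calcium dye; 23 nL library compound pin-transferred, kinetic FDSS fluorescence (Ex 480/Em 530) recorded about 180 s for agonist-induced calcium release, before a 10 nM TRH EC20 addition for potentiator mode.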
TRHR enhancer: qHTS for Small Molecule Agonists and Allosteric Enhancers of Human TRH Receptor: Primary Screen for Enhancers | AID 493056, 2011 | enhancement, % at 2 µM | TRHR cells, fluo-8 calcium fluorescence, EC20 TRH enhancement | 0.66% of 360,000 active | Thyrotropin-releasing hormone receptor (Homo sapiens), P34981; in the data active = enhancement above about 30%; note: 0% is about no effect
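Enhancer read-out: after compound pinning and an initial kinetic agonist-mode read, an EC20 of TRH (10 nM final) was injected and fluo-8 calcium signal (Ex 480/Em 530) followed at 1 s/cycle for 100 cycles in TRHR-expressing cells.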
* hit, by the source's call; ? = inconclusive; nt = no result given. Cut-off read from the data, not from the text of the source, unless noted: active = activation above about 30%; inactive = the rest. Rows were taken by chance. About 7.1% of those tested had a hit in this group.

SMILES	D2 PAM	RXFP1 antag	D2 antagonist	D1 antagonist	D1 potentiator	D1 agonist	D2 ag	TRHR ag	TRHR enhancer
CCc1ccccc1S(=O)(=O)Cc1ccc(C(=O)NCCc2ccccc2)o1	-6	14	4	6	-2	0	-0.5	-0.3	13
Cc1ccc(SCC(=O)Nc2nnc(-c3ccco3)o2)cc1	-4	-15	1	30	0	1	0.5	-0.6	-2
CCOc1ccc2oc(C(=O)Nc3ccc4c(c3)OCO4)c(C)c2c1	nt	-11	nt	-1	5	0	nt	-0.6	9
O=C(COC(=O)c1ccc(Br)o1)NCc1ccc(F)cc1	-10	3	-24	-5	-2	7	0.0	-1.1	-13
Cc1ccc(NC(=O)Nc2cc(-c3ccccc3)nn2C)cc1Cl	11	-2	-13	-21	-10	9	1.3	0.4	1
CC(=O)Nc1ccc(S(=O)(=O)NNC(=S)NCc2ccco2)cc1	24	-4	2	3	-5	1	1.5	0.2	-4
CCN(CC)S(=O)(=O)c1cccc(NC(=O)CSc2nc3ccccc3[nH]2)c1	4	-9	-17	-25	5	9	-1.2	0.2	4
COc1ccc(OC)c(NC(=O)C2CCN(c3cc(-c4ccccc4)nc4ncnn34)CC2)c1	0	-4	-2	-4	5	2	-1.0	-0.5	6
COc1ccc(-c2cc3nc(C)c(CCC(=O)Nc4ccccc4C(C)=O)c(C)n3n2)c(OC)c1	-3	nt	nt	-1	-1	0	-0.2	-0.2	6
COc1ccc(Br)cc1S(=O)(=O)N1CC(C)OC(C)C1 (stereo not drawn)	-7	-3	-7	1	12	0	0.9	0.2	-1
CCOc1cccc(C2NC(=S)NC(C)=C2C(=O)Nc2ccccc2)c1 (stereo not drawn)	-6	-11	-3	-7	-1	1	1.2	-0.3	-1
CCOc1ccc(NC(=O)c2sc(NC(C)=O)c(C(=O)OC)c2C)cc1	-5	-4	5	3	-1	2	-0.6	-0.5	-3
COc1ccc(-c2noc(CSc3nc(-c4ccccc4)cc(=O)[nH]3)n2)cc1OC	-2	2	1	0	-7	7	-0.1	-0.8	-5
CCN(CC)CCN(C(=O)c1ccco1)c1nc2c(C)c(C)ccc2s1	-14	-22	nt	4	-3	19	1.9	-0.6	38*
O=C(CSc1nc2ccsc2c(=O)n1-c1ccc(Br)cc1)NCc1ccccc1	-10	2	nt	8	-3	6	-1.4	-0.6	2
CCCOC(=O)CSc1nnc(-c2ccccc2Cl)o1	10	-3	-33	-9	-6	4	1.1	-1.5	11
COc1ccc(C2(O)CCN(C(=O)c3c(F)cccc3F)CC2)cc1	10	7	6	25	-2	3	0.8	0.1	10
Cc1ccc(SCc2[nH]nc3c2C(c2cccnc2)C(C#N)=C(N)O3)cc1 (stereo not drawn)	-9	-6	-16	-1	4	1	-1.2	-0.2	-5
Cc1snc(SCc2ccc(Cl)cc2)c1C#N	5	6	-10	5	7	5	-1.9	0.5	-5
CCOC(=O)CSc1nc2ccccc2c(=O)n1-c1cccc(C)c1	-7	-1	nt	-18	-1	0	-1.6	-1.1	0
Cn1nnnc1SCCNCc1ccc(OCc2ccc(Cl)cc2)cc1	-23	nt	nt	-9	-1	46*	0.1	1.2	-4
Cc1cc(C)c2c(n1)sc1c(-c3ccccc3)c(C#N)c(N)nc12	-2	-15	-15	12	-7	2	-1.2	0.0	-3
CCCS(=O)(=O)N1CCCC(C(=O)NCCCN2CCN(c3ccccc3F)CC2)C1 (stereo not drawn)	-19	0	38*	-38*	-6	2	69*	0.0	9
O=C1CN(C(=O)C2CCCC2)CCN1	-12	6	-6	-1	5	1	0.7	0.3	0
CCOC(=O)c1ccc(-n2c(CCC(=O)O)ccc2-c2ccccc2)cc1O	2	nt	nt	3	-3	-1	0.2	-0.6	3

The list continues:
SMILES	D2 PAM	RXFP1 antag	D2 antagonist	D1 antagonist	D1 potentiator	D1 agonist	D2 ag	TRHR ag	TRHR enhancer
O=C1CSC2(C(=O)N(Cc3ccccc3)c3ccccc32)N1c1ccc(Cl)cc1 (stereo not drawn)	6	0	nt	4	-8	7	1.5	-0.2	-6
O=C(c1cccs1)c1coc2ccc(O)c(CN(CCO)CCO)c12	0	-15	17	-5	1	0	2.2	-0.5	17
CC1=C(C(=O)OCc2ccccc2)C(c2ccccc2[N+](=O)[O-])NC(=O)N1C (stereo not drawn)	nt	-1	nt	4	-3	5	nt	1.1	-4
CCOC(=O)C1=C(CN2CCOCC2)NC(=O)NC1c1cc(C)ccc1C (stereo not drawn)	nt	20	-4	-11	-5	4	1.4	-0.6	4
O=C(NCc1ccco1)C(c1cccs1)N(C(=O)Cc1cccs1)c1ccccc1 (stereo not drawn)	-2	-7	2	-21	-2	6	0.7	1.3	-14
CN(C)c1ccc(-c2nnn(CC(=O)NCc3ccc4c(c3)OCO4)n2)cc1	6	-2	-2	-3	-1	2	0.4	0.1	12
COc1ccc(/C=C/C(=O)OCC(=O)c2ccc3c(c2)NC(=O)CO3)cc1	8	-2	1	8	30*	1	0.6	1.4	15
Cc1ccc(-n2c(C)c([N+](=O)[O-])c3ccc(O)c(CN(C)C)c32)cc1	-6	-14	-1	-8	-5	6	-2.2	2.5	1
CN1CCN(CCOC2Cc3ccccc3Sc3ccc(Cl)cc32)CC1 (stereo not drawn)	-41	-70*	88*	-66*	-21	29	-0.2	0.8	0
Cc1cc(C)nc(N/N=C/C2=C(O)CC(c3ccccc3)CC2=O)n1 (stereo not drawn)	11	nt	-2	-15	0	-1	-0.3	0.1	-1
O=C(C[n+]1cccc(CNC(=O)c2ccc(OC(F)F)cc2)c1)Nc1ccc(F)cc1	-25	-2	2	-27	-6	-1	-0.5	1.0	7
COc1cccc(N=c2oc3ccc(OC)cc3cc2-c2nc3ccccc3[nH]2)c1	-11	27	-6	9	1	1	-0.4	0.4	-3
O=C(O)CCNS(=O)(=O)c1cccc2nsnc12	11	nt	-5	-11	-7	2	0.0	0.0	5
COc1ccc(/C=N/NC(=O)c2cnccn2)c(OC)c1OC	-10	2	-11	-12	-3	2	-0.2	0.1	3
O=C(Nc1ccccc1)c1ccc(S(=O)(=O)N(CCO)CCO)cc1	-3	-4	6	-9	5	1	0.5	1.5	6
CC(C)CN(C(=O)COC(=O)c1nc(Cl)ccc1Cl)C1CCS(=O)(=O)C1 (stereo not drawn)	3	-17	1	6	5	3	2.9	-0.7	-5
CC(=O)c1ccc(-c2ccc(C(=O)NCC(c3ccc(F)cc3)N3CCOCC3)o2)cc1 (stereo not drawn)	-7	10	11	-1	-6	3	5.6	5.7	-4
CCCCOC(=O)Oc1ccc2c(=O)c(Oc3cc(C)cc(C)c3)coc2c1	-3	-21	3	4	-9	10	0.9	0.5	10
COc1ccc(CC(=O)N2CCCC(C)C2)cc1 (stereo not drawn)	4	15	-6	5	-4	3	-0.2	-0.3	7
COc1ccc([N+](=O)[O-])cc1NS(=O)(=O)c1ccc(C(=O)N2CCCC2)cc1	15	1	30	7	-1	1	0.1	0.2	7
COCCN(C(=O)COC(=O)c1c(-c2ccccc2)noc1C)c1c(N)n(Cc2ccccc2)c(=O)[nH]c1=O	-3	3	3	4	2	1	0.3	0.3	-5
CO/N=C/C(=N\Nc1ccc(C)cc1)C(=O)c1ccc(OC)cc1	nt	-1	nt	3	-3	5	nt	1.5	-2
CCc1ccc(CN(Cc2ccco2)c2cnc(S(C)(=O)=O)nc2C(=O)Nc2cccc(C)c2)cc1	-12	-17	nt	2	0	18	3.5	1.6	-1
CCCCn1c(Cc2ccccc2)n[nH]c1=S	-5	-38	-1	-5	0	13	0.5	0.3	3
CCc1cccc(NC(=O)c2ccc(Br)o2)c1	-10	?	-3	13	4	5	0.1	-0.4	-6

Compound profiles (already shown):
`Cc1ccc(SCC(=O)Nc2nnc(-c3ccco3)o2)cc1` as listed: D2 PAM = -4; RXFP1 antag = -15; D2 antagonist = 1; D1 antagonist = 30; D1 potentiator = 0; D1 agonist = 1; D2 ag = 0.5; TRHR ag = -0.6; TRHR enhancer = -2
`Cc1cc(C)c2c(n1)sc1c(-c3ccccc3)c(C#N)c(N)nc12` as listed: D2 PAM = -2; RXFP1 antag = -15; D2 antagonist = -15; D1 antagonist = 12; D1 potentiator = -7; D1 agonist = 2; D2 ag = -1.2; TRHR ag = 0.0; TRHR enhancer = -3
`CCN(CC)CCN(C(=O)c1ccco1)c1nc2c(C)c(C)ccc2s1` as listed: D2 PAM = -14; RXFP1 antag = -22; D2 antagonist = nt; D1 antagonist = 4; D1 potentiator = -3; D1 agonist = 19; D2 ag = 1.9; TRHR ag = -0.6; TRHR enhancer = 38*

Carrying on.
SMILES	D2 PAM	RXFP1 antag	D2 antagonist	D1 antagonist	D1 potentiator	D1 agonist	D2 ag	TRHR ag	TRHR enhancer
O=S(=O)(N/N=C\c1ccc2c(c1)OCO2)c1ccccc1	-2	-3	-5	8	-2	1	-0.7	-0.5	16
Cc1nc2ccccc2c(=O)n1/N=C/c1ccccc1OC(F)F	-3	-9	-2	-3	4	4	0.2	0.6	2
Cc1nn(Cc2ccccc2Cl)c(C)c1C(=O)NC1=NCCS1	8	-4	22	5	4	1	-0.3	-0.6	25
O=C(Nc1ccccc1)Nn1cnnc1	10	-3	-4	2	-1	3	-1.0	-0.9	-10
O=C(COc1ccccc1F)Nc1c2c(nn1-c1ccccc1)CS(=O)(=O)C2	-4	2	2	13	1	1	-0.4	1.4	-1
O=C(NCC1CCS(=O)(=O)C1)NCC1CCS(=O)(=O)C1 (stereo not drawn)	9	15	-7	0	0	2	0.8	0.3	7
C=CCOc1ccc(/C=C/C(=O)OCC(=O)N2CCCc3ccccc32)cc1	2	-8	1	-20	-1	21	1.5	0.9	-1
CCCCc1nn2c(=O)cc(COC(=O)c3ccccc3NC(=O)c3cccc(C)c3)nc2s1	-5	-7	nt	2	-1	-1	1.1	0.8	-5
CN(C)C1(CNC(=O)COc2ccc(C(C)(C)C)cc2)CCCCC1	-2	nt	nt	0	-1	15	0.3	2.3	1
CCC(C)c1ccc(S(=O)(=O)N2CCN3CCCC3C2)cc1 (stereo not drawn)	-10	1	3	2	-2	1	0.3	0.1	2
CCCOC(=O)c1ccc(Nc2nc3ccccc3nc2-n2nc(C)cc2C)cc1	0	-8	nt	9	-2	3	-0.1	0.7	3
COC(=O)NCc1ccc(CNC(=O)OC)cc1	2	-5	6	-7	0	2	-0.1	0.8	1

Bioassay records (PubChem BioAssay)
